EP2 mod: EP2 receptor (human) modulation | P43116 | induction, % at 25 µM | 260,000 tested, 0.83% active | EP2-expressing cells, cAMP HTRF FRET, PGE2 co-stimulation | AID 940;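 active = compounds whose cAMP rise, as percent of the full-agonist control response, exceeds 60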;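 also: rat C6 glioma line stably carrying human EP2 under a CMV promoter; the protocol text gives 20 µM as final concentration; 100% = response of wells given 1 µM PGE2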
Target sequence (P43116 whole entry, looked up): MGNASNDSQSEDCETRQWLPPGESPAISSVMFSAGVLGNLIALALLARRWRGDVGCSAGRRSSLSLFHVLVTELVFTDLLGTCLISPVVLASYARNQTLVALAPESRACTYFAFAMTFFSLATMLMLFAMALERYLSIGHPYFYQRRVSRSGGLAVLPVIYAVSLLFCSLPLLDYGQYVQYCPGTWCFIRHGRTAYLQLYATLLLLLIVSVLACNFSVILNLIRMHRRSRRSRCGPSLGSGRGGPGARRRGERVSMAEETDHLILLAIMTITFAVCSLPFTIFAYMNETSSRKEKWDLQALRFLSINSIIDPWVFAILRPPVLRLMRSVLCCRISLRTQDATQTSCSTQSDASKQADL
Calpain2 inh: blocks pig calpain II enzyme activity | purified calpain II, fluorogenic peptide substrate, 30 min | inhibition, % at 16 µM | 220,000 tested, 0.37% active | AID 1236;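 active = inhibition above about 50%, limit read from the data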
Numbers without * were called inactive; & = joins results of further samples.

cpd | SMILES | EP2 mod | Calpain2 inh
1 | CN1C(C(=O)NCc2ccc(OC(F)(F)F)cc2)CC2Cn3c(nc4cc(Cl)c(Cl)cc43)C21 (stereo not drawn) | 3 | 10
2 | O=C(NCc1ccccc1C(F)(F)F)C1CC(c2cc(C(F)(F)F)cc(C(F)(F)F)c2)=NO1 (stereo not drawn) | 14 | 8
3 | O=C1C2C(c3ccccc3)CC=CC2[C@H](c2ccoc2)N1Cc1ccccc1 (stereo partly drawn) | 26 | 22
4 | Cc1cccc(NC(=O)c2nc[nH]c2C(=O)NCC(=O)OC(C)(C)C)c1 | 3 | 2
5 | C=C(C)C(=O)Nc1cccc(C2=NOC3(C2)C[C@@H](C(N)=O)N(C(=O)C(=C)C)C3)c1 (stereo partly drawn) | 9 | 22
6 | NC1=NC[C@@H](Cc2ccc(O)cc2)N1CC1CCCCC1 | 13 | -20
7 | C=CCNC(=O)C1CC2Cn3c(nc4ccccc43)C2N1C (stereo not drawn) | 5 | 9
8 | C[C@@H]1CC=C[C@H]2[C@H]1C(=O)N(Cc1ccccc1)[C@H]2c1ccc(Br)cc1F | 27 | 8
9 | COc1ccc(CN2C=C3C(=O)C(C)(OC(=O)C4CCCC4)C(=O)C=C3C=C2c2ccsc2)cc1 (stereo not drawn) | -1 | -35
10 | COC(=O)CCCC1=CC2=C(c3ccccc3)C(=O)C(C)(OC(=O)C3CCCC3)C(=O)C2=CN1C(CO)CO (stereo not drawn) | -8 | 5
11 | CC(C)(C)OC(=O)CNC(=O)c1[nH]cnc1C(=O)N[C@@H](Cc1ccccc1)C(=O)OC(C)(C)C | 20 | 9
12 | Cc1cc(-c2cc(C(=O)NC3CCCC3)on2)nc(NC2CCCC2)n1 | -5 | 24
13 | CC(C)(C)OC(=O)[C@H](Cc1ccccc1)NC(=O)c1nc[nH]c1C(=O)N[C@@H](Cc1ccccc1)C(=O)OC(C)(C)C | -5 | 18
14 | NCCSSCCN | 15&19&15&24 | -18
15 | COCCNC(=O)C1CC2Cn3c(nc4cc(Cl)c(Cl)cc43)C2N1C (stereo not drawn) | 5 | 1

3 compounds already listed, sorted by count of non-hydrogen atoms, low to high.
cpd | SMILES | EP2 mod | Calpain2 inh
7 | C=CCNC(=O)C1CC2Cn3c(nc4ccccc43)C2N1C (stereo not drawn) | 5 | 9
3 | O=C1C2C(c3ccccc3)CC=CC2[C@H](c2ccoc2)N1Cc1ccccc1 (stereo partly drawn) | 26 | 22
11 | CC(C)(C)OC(=O)CNC(=O)c1[nH]cnc1C(=O)N[C@@H](Cc1ccccc1)C(=O)OC(C)(C)C | 20 | 9

Remaining list, next part.
cpd | SMILES | EP2 mod | Calpain2 inh
16 | CN1C(C(=O)NCc2cccc(C(F)(F)F)c2)CC2Cn3c(nc4cc(Cl)c(Cl)cc43)C21 (stereo not drawn) | -1 | 2
17 | CCCCCc1cc(=O)oc2c(C(CCN(CC)CC)c3ccc(N(C)C)cc3)c(OC)cc(OC)c12 (stereo not drawn) | -7 | 0
18 | Cc1nc(C(=O)NCc2ccccc2)sc1C1(C)CC(c2cccnc2)=NO1 (stereo not drawn) | -21 | 8
19 | COC(=O)C1=C(C(=O)OC)[C@@H]2N(C)c3ccccc3[C@@]23C[C@@H](C(=O)OC)N(C(=O)c2cc(C)oc2C)C3=N1 | 10 | -9
20 | CCOC(=O)CSc1nc2cc(C(=O)NCc3ccco3)ccc2c(=O)n1-c1ccc(F)cc1 | 9 | 27
21 | CCCCCC(=O)Nc1cccc(C2=NOC3(C2)C[C@@H](C(N)=O)N(C(=O)C2(C)CC2)C3)c1 (stereo partly drawn) | 19 | 4
22 | CCOC(=O)c1[nH]c2ccccc2c1NC(=O)C1CCCC1 | -3 | -30
23 | COc1ccc2[nH]c(=O)c(CN(CCN3CCCC3)C(=O)Nc3ccccc3Cl)cc2c1 | -29 | -116
24 | O=C(NCc1ccc(OC(F)(F)F)cc1)C1CC(c2ccccc2C(F)(F)F)=NO1 (stereo not drawn) | -1 | 12
25 | CCN(CC)C(=O)CC(c1ccc(OC)cc1)c1c(OC)cc(OC)c2ccc(=O)oc12 (stereo not drawn) | -5 | -63
26 | CCOC(=O)N1C2=NC(C(=O)OC)=C(C(=O)OC)[C@@H]3Nc4ccccc4[C@]23C[C@H]1C(=O)OC | 0 | -9
27 | CC(O)[C@H]1CNC(=O)C(=O)N1CC1(c2ccccc2)CC1 (stereo partly drawn) | 1 | 21
28 | COC(=O)CCCC1=CC2=CC(=O)C(C)(OC(=O)c3cccs3)C(=O)C2=CN1Cc1ccco1 (stereo not drawn) | -4 | -10
29 | Cc1ccc2[nH]c(=O)c(CN(CCO)C(=O)NCc3ccccc3)cc2c1 | 6 | -4
30 | CCC(C)[C@H]1CNC(=S)N1CCC12CC3CC(CC(C3)C1)C2 (stereo partly drawn) | 46 | 5

Sorted by the number under EP2 mod (smallest number first): some entries from above
| nr | structure | EP2 mod | Calpain2 inh |
| --- | --- | --- | --- |
| 18 | Cc1nc(C(=O)NCc2ccccc2)sc1C1(C)CC(c2cccnc2)=NO1 (stereo not drawn) | -21 | 8 |
| 26 | CCOC(=O)N1C2=NC(C(=O)OC)=C(C(=O)OC)[C@@H]3Nc4ccccc4[C@]23C[C@H]1C(=O)OC | 0 | -9 |
| 21 | CCCCCC(=O)Nc1cccc(C2=NOC3(C2)C[C@@H](C(N)=O)N(C(=O)C2(C)CC2)C3)c1 (stereo partly drawn) | 19 | 4 |

Copied from the list:
EP2 mod, Cc1nc(C(=O)NCc2ccccc2)sc1C1(C)CC(c2cccnc2)=NO1 (stereo not drawn) = -21
Calpain2 inh, COCCNC(=O)C1CC2Cn3c(nc4cc(Cl)c(Cl)cc43)C2N1C (stereo not drawn) = 1
Calpain2 inh, C=CCNC(=O)C1CC2Cn3c(nc4ccccc43)C2N1C (stereo not drawn) = 9

Two entries picked at random from the list so far:
cpd | SMILES | EP2 mod | Calpain2 inh
18 | Cc1nc(C(=O)NCc2ccccc2)sc1C1(C)CC(c2cccnc2)=NO1 (stereo not drawn) | -21 | 8
9 | COc1ccc(CN2C=C3C(=O)C(C)(OC(=O)C4CCCC4)C(=O)C=C3C=C2c2ccsc2)cc1 (stereo not drawn) | -1 | -35

(continued)
cpd | SMILES | EP2 mod | Calpain2 inh
31 | COC(=O)CCC(=O)OC1(C)C(=O)C=C2C=C(C3CC3)N(CCN3CCOCC3)C=C2C1=O (stereo not drawn) | 13 | -9
32 | CCCCN(C)CCNC(=O)Cn1c(=O)sc2ccccc21 | -9 | -23
33 | Cc1cc2c([nH]c3ccccc32)c2c1OC(C)(C)C=C2 | -2 | -13
34 | CC1CCc2nn(CC(=O)NCCCN3CCCCC3)cc2C1 (stereo not drawn) | 0 | 3
35 | CCCCCc1cc(=O)oc2c(C(CCN3CCCC(C)C3)c3ccc(OC)cc3)c(OC)cc(OC)c12 (stereo not drawn) | -12 | -13
36 | O=C(NCc1cccs1)C1CCN(S(=O)(=O)c2cccc3cccnc23)CC1 | -15 | -23
37 | O=C(Nc1cccc(-c2csc(Nc3cccc(C(F)(F)F)c3)n2)c1)c1cc([N+](=O)[O-])cc(C(F)(F)F)c1 | -2 | -85
38 | CC1(c2nnc(-c3ccc(Cl)cc3)o2)CC(c2ccc(Cl)cc2)=NO1 (stereo not drawn) | -13 | 43
39 | CC1(c2nnc(-c3ccc(Cl)cc3)o2)CC(c2cccc(Cl)c2)=NO1 (stereo not drawn) | -11 | 27
40 | C[C@H](NC(=O)c1nc[nH]c1C(=O)N[C@@H](CCCCNC(=O)OC(C)(C)C)C(=O)OC(C)(C)C)c1ccccc1 | 22 | 33
41 | C#CCOCCOCCOCCNc1nc(N2CCN(C(=O)C([C@@H](C)CC)n3cc(C(N)CO)nn3)CC2)nc(N2CCN(C(=O)[C@H](CCC(=O)O)n3cc(C(N)Cc4ccc(O)cc4)nn3)CC2)n1 (stereo partly drawn) | 27 | -27
42 | CCCCC#Cc1ccc2c(c1)COc1c3ccccc3nn1-2 | 30 | 4
43 | O=C(NCC1CCCO1)c1ccc2c3n(nc2c1)-c1ccccc1CO3 (stereo not drawn) | 2 | -84
44 | CC1CCN(C(C(=O)Nc2ccc3c(c2)OCO3)c2ccccc2)CC1 (stereo not drawn) | 10 | -13
45 | CN(C)CCCNc1ccc(-c2cc(Nc3cccc(Cl)c3)ncn2)cn1 | -19 | -28
46 | COc1cc(CC2COC(=O)C2(O)Cc2ccc(O)c(OC)c2)ccc1O (stereo not drawn) | 9 | 14
47 | CCN(CC)C(=O)CC(c1cc(OC)c(OC)c(OC)c1)c1c(OC)cc(OC)c2ccc(=O)oc12 (stereo not drawn) | 5 | -91
48 | C=C(C)C1CCC2(C(=O)O)CCC3(C)C(CCC4C5(C)C(C=O)C(O)C(C)(C)C5CCC43C)C12 (stereo not drawn) | 4 | -11
49 | CC/C=C/C(=O)N1CC2(CC(c3cccc(NC(=O)CC(c4ccccc4)c4ccccc4)c3)=NO2)C[C@@H]1C(N)=O (stereo partly drawn) | 7 | -60
50 | CCC(=O)N1CC2(CC(c3cccc(NC(=O)CC(c4ccccc4)c4ccccc4)c3)=NO2)C[C@H]1C(N)=O (stereo partly drawn) | 14 | -64
51 | COC(C[C@H](O)[C@@H](C)[C@H](O)COCc1ccccc1)OC | 24 | -11
52 | Cc1ccc(C(c2sc3nc(C)nn3c2O)N2CCN(CCO)CC2)cc1 (stereo not drawn) | 17 | -21
53 | CCCCC1=CC2=C(c3ccco3)C(=O)C(C)(OC(=O)c3ccc(OC)cc3)C(=O)C2=CN1CCN1CCOCC1 (stereo not drawn) | -30 | -15
54 | CCC(=O)Nc1cccc(C2=NOC3(C2)C[C@@H](C(N)=O)N(C(=O)COc2ccc(Cl)cc2)C3)c1 (stereo partly drawn) | 2 | -42
55 | CCc1ccc(-n2c(O)cnc2Nc2nc(C)cc(C)n2)cc1 | 0 | -3
56 | Cc1ccc(C(=O)Nc2cccc(C(F)(F)F)c2)cc1NC(=O)c1ccno1 | 5 | -13
57 | COC(=O)c1cccc(C23CC4(C2)[C@H](CN(Cc2ccc(C(F)(F)F)cc2)[C@@H]4c2ccccc2)C3c2ccc(C(F)(F)F)cc2)c1 (stereo partly drawn) | -15 | -25
58 | Cc1ccc(CNC(=O)C2CC(c3cccc(F)c3)=NO2)cc1 (stereo not drawn) | -4 | 19
59 | CCC(=O)N1CCC2(CC1)Oc1ccc(Cl)cc1C(=O)C21CC(c2ccccc2)=NO1 (stereo not drawn) | 7 | -50
60 | COC(=O)C1=C(C(=O)OC)[C@@H]2N(C)c3ccc(OC)cc3[C@@]23C[C@@H](C(=O)OC)N(S(=O)(=O)c2ccc([N+](=O)[O-])cc2)C3=N1 | 10 | -27
61 | CCCCN1C(=O)C(=O)NC[C@@H]1C(C)O (stereo partly drawn) | 19 | 9
62 | C[C@@]12CCC=C[C@H]1[C@H](c1ccoc1)N(Cc1ccccc1)C2=O | 12 | 7
63 | CCCNc1nc(-c2cc(-c3ccc(Cl)cc3)on2)cc(C(C)C)n1 | 7 | 13

Assay outcomes (PubChem BioAssay)

Only part of the results is shown. The share of hits here may be higher or lower than overall.
